Anesthetic bind: binds horse apoferritin like a general anesthetic. apoferritin/1-aminoanthracene competitive binding, fluorescence. Potency, µM (series often up to 77.5 µM), for inactives: top-dose activity change, negative = displacement, hits mostly inhibitors. P02791. actives 0.074% (n = 350,000); note: potency is the fitted concentration of half-maximal effect; % is set by controls: 0 for no effect and ±100 for the full control effect; nearly all actives have a fitted effect of over 20% in size
Target sequence (P02791 2-175 limits assumed): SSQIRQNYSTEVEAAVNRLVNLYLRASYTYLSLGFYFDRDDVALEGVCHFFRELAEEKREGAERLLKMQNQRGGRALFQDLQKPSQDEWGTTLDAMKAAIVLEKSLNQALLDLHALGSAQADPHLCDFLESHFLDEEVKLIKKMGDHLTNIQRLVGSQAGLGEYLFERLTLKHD
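Apoferritin-based anesthetic binding model; compound displacement of fluorescent 1-AMA measured as endpoint fluorescence after 10 minutes at room temperature, scaled to free-ligand and complex controls.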
Pol beta inh: blocks human DNA polymerase beta activity; actives 1.3% (n = 340,000); Potency, µM (top dose mostly 114 µM), for inactives: at the highest dose activity change, negative = inhibition, most hits filed as inhibitors; Pol beta primer extension/strand displacement, fluorescence kinetic; note: potency is the fitted concentration of half-maximal effect; % is set by controls: 0 for no effect and ±100 for the full control effect
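Kinetic readout of DNA synthesis with strand displacement by Pol beta. Compound and 10 nM enzyme sit 15 min at room temperature; 50 nM substrate starts the reaction, read immediately and at 10 min.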
PGK inhibitor: T. brucei PGK inhibition. actives 0.043% (n = 380,000). Potency, µM (series often up to 57.5 µM), without a hit: at the highest dose activity change, negative = inhibition, usual class: inhibitors. PGK/GAPDH coupled, Kinase-Glo luminescence, 60 min; note: potency is the fitted concentration of half-maximal effect; % is set by controls: 0 for no effect and ±100 for the full control effect; nearly all actives have a fitted effect of over 60% in size
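Luminescent ATP detection (Kinase-Glo Plus) follows a 60-minute room-temperature incubation, with wells lacking PGK as controls. Buffer: 100 mM TEA (pH 7.6), 5 mM MgCl2, 0.01% Tween-20. Coupling enzyme GAPDH (100 nM final) supplies unstable 1,3-BPG in-well.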
Pol eta inh: DNA polymerase eta (human) inhibition. Q9Y253. recombinant Pol eta, fluorescent DNA replication assay. Potency, µM (titrated, usually from 114 µM), for inactives: top-dose activity change, negative = inhibition, most hits filed as inhibitors. actives 1.2% (n = 390,000); note: potency is the fitted concentration of half-maximal effect; % is set by controls: 0 for no effect and ±100 for the full control effect
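Pol eta (10 nM) was preincubated with compounds for 15 min at room temperature, after which fluorescent replication substrate (50 nM final) was added to start the reaction. Fluorescence was read kinetically at 0 and 10 min.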
RXFP1 antag: blocks the human relaxin receptor RXFP1; HEK293-RXFP1, relaxin-stimulated cAMP HTRF, 30 min; stronger effect = lower value; activity change, negative = inhibition, % at 57.5 µM; actives 0.59% (n = 350,000); AID 1259400;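 active = activity change of -60% or lower, but not beyond a set lower limit; inconclusive = change between -60% and -40%, or beyond the set limit; inactive = change above -40%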; note: % is set by controls: 0 for no effect and ±100 for the full control effect
Pol iota inh: blocks human DNA polymerase iota activity; Q9UNA4; Pol iota fluorescent replication assay, 10 min; Potency, µM (titrated, usually from 115 µM), for inactives: at the top dose activity, negative = inhibition, usual class: inhibitors; actives 1% (n = 390,000); AID 588590; note: potency is the fitted concentration of half-maximal effect
Target sequence (Q9UNA4 whole entry, looked up): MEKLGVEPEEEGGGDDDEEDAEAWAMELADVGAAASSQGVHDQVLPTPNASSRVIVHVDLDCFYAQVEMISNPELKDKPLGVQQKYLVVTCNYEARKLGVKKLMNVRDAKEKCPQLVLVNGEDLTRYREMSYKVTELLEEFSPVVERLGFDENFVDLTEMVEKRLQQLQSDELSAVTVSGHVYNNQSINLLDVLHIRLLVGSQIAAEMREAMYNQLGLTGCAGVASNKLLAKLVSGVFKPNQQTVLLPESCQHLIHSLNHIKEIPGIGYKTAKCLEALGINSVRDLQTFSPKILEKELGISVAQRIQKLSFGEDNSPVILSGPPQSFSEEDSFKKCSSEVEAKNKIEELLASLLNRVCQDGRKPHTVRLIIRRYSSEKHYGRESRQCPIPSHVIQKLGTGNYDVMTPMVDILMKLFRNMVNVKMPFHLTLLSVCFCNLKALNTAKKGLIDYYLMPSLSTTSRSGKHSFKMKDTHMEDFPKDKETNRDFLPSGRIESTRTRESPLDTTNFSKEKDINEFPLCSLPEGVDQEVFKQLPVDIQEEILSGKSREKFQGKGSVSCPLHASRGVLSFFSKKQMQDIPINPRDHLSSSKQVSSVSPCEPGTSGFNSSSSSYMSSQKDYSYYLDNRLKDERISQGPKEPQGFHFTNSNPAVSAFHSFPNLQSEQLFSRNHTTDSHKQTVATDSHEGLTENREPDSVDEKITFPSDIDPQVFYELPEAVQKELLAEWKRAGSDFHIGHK
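Pol iota at 10 nM preincubated 15 min with compounds at room temperature; reaction started with fluorescent substrate, 50 nM final. Fluorescence read kinetically at 0 and 10 min; buffer-only wells as negative control.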
POLK inh: inhibitors of human DNA polymerase kappa; actives 0.53% (n = 400,000); Q9UBT6; purified Pol kappa, fluorescent DNA synthesis assay, 10 min; Potency, µM (series often up to 107 µM), for inactives: at the highest dose activity, negative = inhibition, most hits filed as inhibitors; note: potency is the fitted concentration of half-maximal effect; % is set by controls: 0 for no effect and ±100 for the full control effect
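Readout: fluorescence, taken kinetically at 0 and 10 min. Conditions: 10 nM Pol kappa, 15 min RT compound preincubation, 50 nM substrate final. Controls: enzyme-free buffer wells.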
APE1 inh: APE1 (human) endonuclease inhibition | Potency, µM (highest dose often 65.8 µM), without a hit: at the highest dose activity change, negative = inhibition, most hits filed as inhibitors | P27695 | actives 0.35% (n = 350,000) | recombinant APE1, TAMRA/BHQ-2 abasic DNA cleavage fluorescence;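 note: potency is the fitted concentration of half-maximal effect; plate controls were vehicle for no effect and reference inhibitor for full effect; nearly all actives have a fitted effect of over 55% in size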
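Readout is kinetic fluorescence (ex 525, em 598 nm) from cleavage of 50 nM TAMRA/BHQ-2 THF abasic duplex by 0.75 nM APE1, compound added 15 min beforehand at RT.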
BLM helicase inh: Bloom syndrome helicase (human) inhibition; Potency, µM (series often up to 56.1 µM), without a hit: at the top dose activity change, negative = inhibition, usual class: inhibitors; P54132; recombinant BLM DNA unwinding, fluorescence dequenching; actives 0.2% (n = 350,000);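 note: potency is the fitted concentration of half-maximal effect; plate controls were vehicle for no effect and no enzyme for full effect; nearly all actives have a fitted effect of over 35% in size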
* hit, by the source's call; i = inactive; ? = inconclusive; · = no result given; & = joins results of further samples; [ ] = dose if it differs, or a comment. Unless noted, calls come from the whole dose curve; as a rule, active = well fitted curve in the direction sought with a large enough effect; inconclusive = small, poorly fitted or top-dose-only effect, or another doubt; inactive = no such curve, though single readings can be large; an effect the other way counts as inactive or inconclusive. This is a subset; count on the stated rates, not on these rows.

The opening 2 records, to show the layout:
SMILES	Anesthetic bind	Pol beta inh	PGK inhibitor	Pol eta inh	RXFP1 antag	Pol iota inh	POLK inh	APE1 inh	BLM helicase inh
COC(=O)C1=C(c2ccc3ccccc3c2)C[C@@H]2CC[C@H]1N2C(=O)N1CCCC1	·	·	5%	-10%	·	8%	-14%	10%	·
C[C@@H]1C2C[C@@]34COC(=O)C3=CC=C[C@H]4[C@@]13C[C@H](c1ccoc1)O[C@@H]3O2	7%	-4%	-4%	-5%	·	-5%	-4%	3%	2%

The listing, repeating the preview:
SMILES	Anesthetic bind	Pol beta inh	PGK inhibitor	Pol eta inh	RXFP1 antag	Pol iota inh	POLK inh	APE1 inh	BLM helicase inh
COC(=O)C1=C(c2ccc3ccccc3c2)C[C@@H]2CC[C@H]1N2C(=O)N1CCCC1	·	·	5%	-10%	·	8%	-14%	10%	·
C[C@@H]1C2C[C@@]34COC(=O)C3=CC=C[C@H]4[C@@]13C[C@H](c1ccoc1)O[C@@H]3O2	7%	-4%	-4%	-5%	·	-5%	-4%	3%	2%
O=P(Nc1cccnc1)(Oc1ccccc1Cl)Oc1ccccc1Cl	-1%	-5%	i	-7%	5	-1%	-8%	1%	-2%
C[C@]12CCC3C(CC[C@H]4C[C@H](O)CC[C@]34C)C1[C@@H](O)C[C@@H]2O (some centres undefined)	·	·	-8%	-23%	-7	90%[activator]	-22%	-2%	·
COc1cc([C@@H]2c3cc4c(cc3[C@@H](OC)[C@H]3COC(=O)[C@H]23)OCO4)cc(OC)c1O	-3%	-1%	-8%	-17%	·	3%	-1%	25%	-2%
CC(N)Cc1c[nH]c2c1ccc1ccccc12 (centres undefined)	-11%	6%	-8%	3%	-4	-4%	3%	-8%	-7%
O=C(CSc1nc(-c2ccc(Cl)cc2)[nH]c(=O)n1)Nc1cccc(Cl)c1	-18%	2%	7%	?	-70*	?	-16%	1%	-4%
Clc1ccc(C(OCCN2CCCCC2)c2ccccc2)cc1 (centres undefined)	-4%	·	-6%	-2%	3	-4%	7%	-8%	4%
CCOc1ccc2nc(NC(=O)c3cccn(Cc4ccccc4C)c3=O)sc2c1	-2%	0%	-2%	-8%	·	-11%	-1%[60.1 µM]	·	0%
COc1cccc([C@@]2(O)CCCCC2CN(C)C)c1 (some centres undefined)	-10%&-6%	·	·	·	·	·	8%&13%[60.1 µM]	-6%&3%	-1%&-4%
CCN1CCN(c2nc3c(c(=O)[nH]2)CCCC3)CC1	-12%	32%[activator]	-1%	6%	-1	14%	-20%	-2%	3%
CCOc1cc2c(cc1OCC)-n1cccc1C(c1cccc([N+](=O)[O-])c1)NC2 (centres undefined)	-19%	7%	-7%	-9%	-4	-25%	-5%	55%	-9%
COC(=O)CCCNC(=O)CN1CC(c2ccccc2)CC1=O (centres undefined)	-7%	1%	i	-7%	-3	15%	?	1%	-2%
Cn1c(O)c(C=NC2CCN(Cc3ccccc3)CC2)c(=O)[nH]c1=O	-1%	-1%	i	3%	12	95%[activator]	-7%	-1%	1%
CCCC(Cn1cncn1)c1ccc(Cl)cc1Cl (centres undefined)	0%	·	·	·	·	·	13%[60.1 µM]	-7%	-6%
COc1cc(CN=C(C)c2c(O)n(C)c(=O)n(C)c2=O)cc(OC)c1	-8%	35%	2%	-17%	-6	-1%[58.9 µM]	-1%	-1%	-1%
Cc1nc2ccccc2c(=O)n1-c1cccnc1	-11%	3%	-9%	-18%	1	-11%	-12%	1%	1%
CC1C(=O)OC2CCN3CC=C(COC(=O)C(C)(O)C1(C)O)C23 (centres undefined)	·	·	7%	-14%	·	18%	5%	·	·
CCCCOc1ccc(C(C)=O)cc1Cc1c(O)[nH]c(=S)[nH]c1=O	-8%	4%	i	1%	-4	-5%	6%	20%	-4%
COc1ccc2[nH]c3c(c2c1)CCN=C3C	0%[29.3 µM]	·	3%	-8%	·	-14%	-16%	0%	-12%[21.4 µM]
Nc1ccccc1C(=O)OCCc1ccccc1	·	·	8%	-15%	·	8%	-1%	?	·
CCCC1=Nc2cc(C(=O)NCCCN(CC)CC)ccc2Sc2ccccc21	-8%	4%	i	-12%	·	33%[activator]	19%	·	0%
O=C(c1ccccc1F)N1CCC2(CC1)OCCO2	-2%	28%	-6%	-6%	-12	?	2%	34%	-1%
CC1=CC(=O)C2=C(C)C[C@@H](O)[C@@H]3[C@@H](OC(=O)[C@H]3C)[C@H]12	6%[29.3 µM]	·	·	·	·	·	2%[12 µM]	-2%[21 µM]	-2%[21.4 µM]
O=C(NC1CN2CCC1CC2)c1cc(Cl)c([N+](=O)[O-])c2nc[nH]c12 (centres undefined)	1%	-8%	6%	-18%	·	16%	2%	-3%	26%
CCOC(=O)c1c(C)n(C(C)C)c2ccc(OC(=O)c3ccc(N4C(=O)CCC4=O)cc3)cc12	9%	1%	-3%	-14%	-2	166%[activator]	1%	?	-2%
O=C1NC(=O)N(Cc2ccc(F)cc2)C(=O)/C1=C/c1cccs1	-7%	89µM*	3%	?	-74*	?	-13%	8%	-7%
CCCCOC(=O)c1ccccc1N	·	·	-1%	-8%	·	5%	0%	0%	·
CCOC(=O)c1cccc(NC(=O)NCc2ccc3c(c2)CCN3C(=O)c2ccccc2)c1	27%	2%	i	-16%	·	10%	1%[60.1 µM]	·	-5%
CC1(C)C(O)CC(O)[C@]2(C)C1CC(O)[C@]1(C)C2CC[C@@]2(C)C(c3ccoc3)CC3OC312 (some centres undefined)	-6%	·	·	·	·	·	-10%[60.1 µM]	-2%	4%
O=C1C(c2ccccc2)=C(N2CC2)c2ccccc21	?	-15%	-2%	-13%	-1	-7%	-30%	2%	-2%
C1CCC(NC2CCCCC2)CC1	·	·	i	-11%	-8	-3%	22%	24%&-2%&8%	1%
Cc1cccc(CN2CC=C(c3noc(CCC(=O)Nc4ccc(C)c(F)c4)n3)CC2)c1	-2%	2%	-6%	-5%	·	-16%	-11%[60.1 µM]	·	-10%
C=CCOC(=O)c1ccccc1N	·	·	8%	-7%	·	12%	-1%	4%&5%	·
O[C@H]1CCCC[C@H]1N1CCC(c2ccccc2)CC1	-1%[29.3 µM]	·	·	·	·	·	-10%[19.4 µM]	13%	3%
CN1C(=O)C(c2ccccc2)C(=O)N(C)C1=O	·	·	-7%	-5%	-10	?	2%	·	·
CCc1nn(CC(=O)N2CCC3(CC2)OCCO3)c(=O)c2cccn12	5%	8%	-7%	1%	11	19%	5%	3%	-2%
Cc1ccc(CN2CCN(Cc3ccccc3)CC2)cc1	-2%	51%[activator]	-7%	4%	-1	-7%	-3%	27%	4%
COC(=O)C1=C(c2cc3ccccc3o2)C[C@@H]2CC[C@H]1N2C(=O)NCc1ccco1	·	·	0%	-9%	·	-16%	4%	·	·
CCCCn1c(=O)c(C=Nc2ccc(Cl)cc2)c(O)n(Cc2ccco2)c1=O	-5%	-2%	3%	-25%	?	42%[activator]	-6%	?	-15%
COc1ccc(OCC#CCN2CCC(C)CC2)cc1	3%	?	-6%	-18%	22	3%	-6%	-6%	2%
O=C(Cc1ccccc1)OCC(=O)N1CCN(S(=O)(=O)c2ccc(Cl)cc2)CC1	·	·	4%	-4%	-2	24%	-16%	-10%	·
O=C(C(=O)N1CCOCC1)c1cn(CCCOc2ccccc2)c2ccccc12	-12%	-27%	3%	-8%	0	6%	-4%	10%	-5%
CC(=O)O[C@@H]1/C=C/[C@](C)(O)C[C@@H](C)C/C=C/[C@H]2[C@H](O)[C@@](C)(O)[C@@H](C)[C@H]3[C@H](Cc4ccccc4)NC(=O)[C@@]312	·	·	i	-9%	·	42%[activator]	22%	·	·

Some of these compounds in order of length of the SMILES, high to low.
SMILES	Anesthetic bind	Pol beta inh	PGK inhibitor	Pol eta inh	RXFP1 antag	Pol iota inh	POLK inh	APE1 inh	BLM helicase inh
CC(=O)O[C@@H]1/C=C/[C@](C)(O)C[C@@H](C)C/C=C/[C@H]2[C@H](O)[C@@](C)(O)[C@@H](C)[C@H]3[C@H](Cc4ccccc4)NC(=O)[C@@]312	·	·	i	-9%	·	42%[activator]	22%	·	·
COc1cc([C@@H]2c3cc4c(cc3[C@@H](OC)[C@H]3COC(=O)[C@H]23)OCO4)cc(OC)c1O	-3%	-1%	-8%	-17%	·	3%	-1%	25%	-2%
CCOC(=O)c1c(C)n(C(C)C)c2ccc(OC(=O)c3ccc(N4C(=O)CCC4=O)cc3)cc12	9%	1%	-3%	-14%	-2	166%[activator]	1%	?	-2%
Cc1cccc(CN2CC=C(c3noc(CCC(=O)Nc4ccc(C)c(F)c4)n3)CC2)c1	-2%	2%	-6%	-5%	·	-16%	-11%[60.1 µM]	·	-10%
O=C(CSc1nc(-c2ccc(Cl)cc2)[nH]c(=O)n1)Nc1cccc(Cl)c1	-18%	2%	7%	?	-70*	?	-16%	1%	-4%
CCOc1ccc2nc(NC(=O)c3cccn(Cc4ccccc4C)c3=O)sc2c1	-2%	0%	-2%	-8%	·	-11%	-1%[60.1 µM]	·	0%
O=C1NC(=O)N(Cc2ccc(F)cc2)C(=O)/C1=C/c1cccs1	-7%	89µM*	3%	?	-74*	?	-13%	8%	-7%
O[C@H]1CCCC[C@H]1N1CCC(c2ccccc2)CC1	-1%[29.3 µM]	·	·	·	·	·	-10%[19.4 µM]	13%	3%
O=C1C(c2ccccc2)=C(N2CC2)c2ccccc21	?	-15%	-2%	-13%	-1	-7%	-30%	2%	-2%
Cc1ccc(CN2CCN(Cc3ccccc3)CC2)cc1	-2%	51%[activator]	-7%	4%	-1	-7%	-3%	27%	4%
O=C(c1ccccc1F)N1CCC2(CC1)OCCO2	-2%	28%	-6%	-6%	-12	?	2%	34%	-1%
COc1ccc(OCC#CCN2CCC(C)CC2)cc1	3%	?	-6%	-18%	22	3%	-6%	-6%	2%
CCCC(Cn1cncn1)c1ccc(Cl)cc1Cl (centres undefined)	0%	·	·	·	·	·	13%[60.1 µM]	-7%	-6%
Nc1ccccc1C(=O)OCCc1ccccc1	·	·	8%	-15%	·	8%	-1%	?	·
C=CCOC(=O)c1ccccc1N	·	·	8%	-7%	·	12%	-1%	4%&5%	·
